A549 viability = Nrf2 qHTS screen for inhibitors: counterscreen for cytotoxicity | A549 ARE-Fluc cells, CellTiter-Fluor viability, 18-24 h | Potency, µM (series often up to 46 µM), for the others: at the highest dose activity change, negative = cytotoxicity, actives largely listed as inhibitors | AID 504648, 2011 | hit rate 0.16% among 390,000; note: potency is the fitted concentration of half-maximal effect; % is set by controls: 0 for no effect and ±100 for the full control effect
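Cytotoxicity counterscreen: CellTiter-Fluor fluorescence was measured in A549 ARE_Fluc cells after 18-24 h of compound exposure in a concentration series. The subsequent BugLite luminescent read reports ARE-luciferase activity.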
pAkt inh = HTS Assay for Inhibitors of Akt Phophorylation: Primary Screen. activity change, % for hits at 50 µM. Neuro2A IGF-stimulated pAkt S473 HTRF, 20 min; hits give low values. hit rate 0.32% among 360,000; in the data active = activity change below about -80%; inconclusive = mostly about -51% to -80%; note: % is set by controls: 0 for no effect and ±100 for the full control effect
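Neuro2A cells in DMEM with 0.5% FBS, overnight at 37 deg C, given compound at single 50 µM final, then IGF (6 nM final) for 20 min at 37 deg C. Lysed; phospho-Akt Ser473 by HTRF after 24 h, 665/615 ratio.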
Nrf2 inh = Nrf2 qHTS screen for inhibitors; A549 ARE-Fluc reporter, luciferase luminescence, 18-24 h; Potency, µM (series often up to 46 µM), for the others: at the highest dose activity change, negative = inhibition, most hits filed as inhibitors; hit rate 2.1% among 360,000; note: potency is the fitted concentration of half-maximal effect; % is set by controls: 0 for no effect and ±100 for the full control effect; nearly all actives have a fitted effect of over 60% in size
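In this cell-based qHTS, ARE-driven firefly luciferase in A549 cells reports Nrf2 activity; the luminescent signal after BugLite lysis is the measured value, with a prior CellTiter-Fluor read for cell health.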
Mm-Cpn inhibitor = Inhibitors of TCP-1 ring complex (TRiC) of Methanococcus maripaludis (MmCpn): qHTS. Chaperonin Mm-Cpn (Methanococcus maripaludis). hit rate 0.031% among 330,000. Potency, µM (top dose mostly 76.9 µM), for inactives: at the top dose activity, negative = inhibition, most hits filed as inhibitors. purified Mm-Cpn ATPase, ADP Transcreener TR-FRET; note: potency is the fitted concentration of half-maximal effect; % is set by controls: 0 for no effect and ±100 for the full control effect; nearly all actives have a fitted effect of over 80% in size
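Quantitative HTS used 25 nM Mm-CPN and 10 uM ATP in magnesium/KCl Tris buffer, pH 7.4, with 1 mM DTT. Hydrolysis ran 30 min at 37°C; ADP was read by HTRF.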
EPAC2 antagonist = qHTS for Antagonist of cAMP-regulated guanine nucleotide exchange factor 2 (EPAC2): primary screen | Rap guanine nucleotide exchange factor 4 (Homo sapiens), Q8WZA2 | EPAC2 GEF exchange of Rap1B-BODIPY-GDP, fluorescence | Potency, µM (highest dose often 114 µM), inactives show top-dose activity, negative = inhibition, usual class: inhibitors | hit rate 0.18% among 360,000 | AID 720708, 2013; note: potency is the fitted concentration of half-maximal effect; % is set by controls: 0 for no effect and ±100 for the full control effect; nearly all actives have a fitted effect of over 45% in size; many of its hits are not listed in these tables
Target sequence (Q8WZA2 whole entry, looked up): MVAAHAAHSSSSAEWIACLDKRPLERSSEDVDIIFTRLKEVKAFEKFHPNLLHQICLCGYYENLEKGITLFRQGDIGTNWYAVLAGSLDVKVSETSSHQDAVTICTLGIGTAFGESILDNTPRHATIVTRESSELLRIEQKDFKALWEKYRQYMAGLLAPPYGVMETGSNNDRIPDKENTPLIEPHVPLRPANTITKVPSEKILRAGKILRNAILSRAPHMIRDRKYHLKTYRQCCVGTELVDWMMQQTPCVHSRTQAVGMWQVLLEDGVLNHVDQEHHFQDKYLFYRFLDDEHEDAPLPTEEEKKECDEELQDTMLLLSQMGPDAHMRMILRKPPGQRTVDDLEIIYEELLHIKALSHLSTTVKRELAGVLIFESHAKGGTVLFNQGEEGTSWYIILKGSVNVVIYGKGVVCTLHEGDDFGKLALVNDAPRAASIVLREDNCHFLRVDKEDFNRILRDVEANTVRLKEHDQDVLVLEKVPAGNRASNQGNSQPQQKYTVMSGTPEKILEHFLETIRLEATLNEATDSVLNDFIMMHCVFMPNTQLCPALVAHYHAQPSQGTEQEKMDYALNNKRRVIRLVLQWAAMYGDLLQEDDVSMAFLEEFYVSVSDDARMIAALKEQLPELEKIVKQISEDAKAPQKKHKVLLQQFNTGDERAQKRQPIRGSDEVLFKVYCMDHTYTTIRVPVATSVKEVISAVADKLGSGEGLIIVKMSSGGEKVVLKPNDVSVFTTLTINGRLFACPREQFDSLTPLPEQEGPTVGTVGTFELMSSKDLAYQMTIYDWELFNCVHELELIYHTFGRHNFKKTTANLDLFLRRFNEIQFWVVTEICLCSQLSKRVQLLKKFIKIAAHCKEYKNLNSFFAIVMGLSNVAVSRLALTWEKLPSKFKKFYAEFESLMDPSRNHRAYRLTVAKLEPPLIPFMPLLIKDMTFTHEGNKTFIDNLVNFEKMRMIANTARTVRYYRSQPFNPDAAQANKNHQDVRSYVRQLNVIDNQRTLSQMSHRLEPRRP
Nrf2 ARE act = qHTS of Nrf2 Activators; Potency, µM (doses to about 46.1 µM), for the others: top-dose activation, usual class: activators; AID 624171, 2012; hit rate 0.31% among 410,000; AREc32 ARE-luciferase reporter (MCF7-derived line), luminescence, 24 h; note: potency is the fitted concentration of half-maximal effect; % of control where 0% means no effect; nearly all actives have a fitted effect of over 65% in size
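AREc32 cells carrying an ARE-driven firefly luciferase reporter were seeded at 1000 cells/well in OPTI-MEM with 5% FBS, then exposed to compound for 24 hr at 37 deg C. Luminescence was read with Steady-Glo after 30 min at RT.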
CCT modulator = High-Throughput Screening for Modulators of Cytosolic Chaperonin Activity; purified chaperonin ATPase assay, HTRF ADP detection, 30 min; activity change, % (test concentration not listed), hits read low; hit rate 0.3% among 360,000; in the data active = activity change below about -30%; note: % is set by controls: 0 for no effect and ±100 for the full control effect
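We incubate TRiC, 40 or 20 nM final, with library compounds at 76 uM and 10 uM ATP for 30 min at 37 °C. ADP formed is detected with Transcreener HTRF reagents after 30 min at room temperature.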
TGFb inhibitor = qHTS for Inhibitors of TGF-b; HepG2 CAGA-GFP TGF-b/SMAD3 reporter, GFP fluorescence, 18 h; TGF-beta stimulated, 500 pg/mL final; Potency, µM (top dose mostly 46.1 µM), without a hit: at the highest dose activity, negative = inhibition, most hits filed as inhibitors; hit rate 1.2% among 410,000; AID 588855, 2011; note: potency is the fitted concentration of half-maximal effect; % is set by controls: 0 for no effect and ±100 for the full control effect; nearly all actives have a fitted effect of over 65% in size
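First, reporter cells (HEPG2 CAGA-GFP) rested 2 h at 37 degrees C. Next, compounds were pinned in and TGF-beta added to 500 pg/mL final. After 18 h, GFP was imaged per cell and summed per well.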
EPAC2 ag = qHTS for Agonist of cAMP-regulated guanine nucleotide exchange factor 4 (EPAC2): primary screen; Rap guanine nucleotide exchange factor 4 (Homo sapiens), Q8WZA2; Potency, µM (top dose mostly 154 µM), without a hit: at the top dose activation, actives largely listed as activators; EPAC2 activation, biochemical qHTS; response scale: 100% = 6.5 mM cAMP response; hit rate 0.079% among 360,000; note: potency is the fitted concentration of half-maximal effect; nearly all actives have a fitted effect of over 50% in size
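Each well held 100 nM EPAC2, 250 nM RAP1B-BODIPY-GDP and 50 uM GDP. Fluorescence, read at 5-min intervals to 30 min, was referenced to a 6.5 mM cAMP positive control.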
* marks the source's active call; other numbers are inactive results; i = inactive; u = inconclusive; x = not tested or not shown; [ ] = remark or other dose. Unless noted, calls come from the whole dose curve; as a rule, active = well fitted curve in the direction sought with a large enough effect; inconclusive = small, poorly fitted or top-dose-only effect, or another doubt; inactive = no such curve, though single readings can be large; an effect the other way counts as inactive or inconclusive.

SMILES | A549 viability | pAkt inh | Nrf2 inh | Mm-Cpn inhibitor | EPAC2 antagonist | Nrf2 ARE act | CCT modulator | TGFb inhibitor | EPAC2 ag
Cc1ccc(-c2nc3ccccc3s2)cc1NC(=S)NC(=O)/C=C/c1ccco1 | u | i | x | -2% | 7% | 18% | -0.4 | -27% | 4%
CCOC(=O)C1=C(C)NC(=S)NC1c1ccc(-c2cccc(Cl)c2C)o1 (configuration not stated) | -6% | i | u | -9% | 7% | 4.5% | -5.6 | u | 13%
O=C(N1CCOCC1)N1CCC(n2nnc3ccccc32)CC1 | u | i | -25% | 1% | 6% | -0.7% | -2.3 | 10% | 2%
Cc1ccc(NC(=O)c2ccc3c(c2)[nH]c(=O)n3C(C)C)cc1 | -13% | i | u | 0% | 4% | 0.5% | -1.7 | 0% | 2%
O=C(COc1cccc(OC(F)F)c1)Nc1ccc(SC(F)F)cc1 | -6% | i | u | -1% | 25µM* | -0.1% | -0.6 | -4% | -20%
CCN1C(=O)C(NC(C)=O)c2cc(Br)ccc21 (configuration not stated) | -2% | i | x | -19% | 4% | -0.4% | -1.9 | -2% | 6%
Cc1nn(CC(=O)NC(C)c2ccccc2)c(=O)c2ccccc12 (configuration not stated) | 0% | i | 5% | 2% | 6% | -0.2% | 1.8 | 1% | 0%
CCCN(CCC)C(=O)C1CCC(CNS(=O)(=O)c2cccc3nsnc23)CC1 (configuration not stated) | 20% | i | 9% | 1% | -5% | 3.2% | 3.0 | -16% | -6%
COc1ccc(NC(=O)c2sc3nc(N4CCCC4)c4c(c3c2N)CC(C)(C)OC4)c(OC)c1 | 0% | i | u | -1% | 2% | -0.3% | -1.2 | 2% | 11%
COc1ccc(C(=O)Nc2nnc(C)s2)cc1S(=O)(=O)N1CCOCC1 | 1% | i | 14% | 0% | 22% | 3.6% | -3.8 | 2% | -2%
O=C(O)CCN1C(=O)/C(=C/c2cn(-c3ccccc3)nc2-c2cccs2)SC1=S | -29% | i | u | 1% | 58%[activator] | 4.3%[9.22 µM] | -1.1 | 3% | 28%
O=c1c(CN2CCN(c3ccccn3)CC2)coc2ccccc12 | 10% | i | 1% | -3% | 5% | 4.1% | 0.8 | 0% | 6%
COc1cccc(CN2CCC2(C)C(=O)Nc2cccc(Oc3ccccc3)c2)c1OC (configuration not stated) | x | i | x | x | -6% | -0.7% | -0.5 | u | -2%
O=[N+]([O-])c1ccc(CS(=O)c2ccccc2)cc1 (configuration not stated) | -1% | i | -10% | x | -5% | 2.6% | -3.0 | u | 12%
COc1cc(/C=C/C(=O)O)cc(S(=O)(=O)Nc2ccccc2C(=O)NCc2ccco2)c1OC | 8% | i | 3% | -3% | 0% | 0.8% | 0.7 | -8% | 1%
CCN1C(=S)SC(=O)C1=C1C=C(C)N(CCO)C(C)=C1 | u | i | u | -12% | 9% | 0.2% | 2.2 | -8% | 2%
O=C(COC(=O)/C=C/c1ccc(Cl)cc1)NC1CC1 | 0% | i | 1% | 1% | 1% | 1.9% | -0.3 | -1% | -1%
CCOC(=O)c1c(-c2cccs2)csc1NC(C)=O | -5% | i | -26% | -2% | u | 0.9% | -3.9 | 0% | 14%
CCC(=O)Nc1c2c(nn1-c1ccccc1C)CSC2 | -9% | i | 8% | 0% | 1% | 0.1% | -7.0 | 25% | 0%
CCn1nc(C)c(/C=N/NC(=O)CSc2ccccn2)c1C | 1% | i | u | -1% | 15% | 3.3% | 2.6 | 0% | 3%
N=c1oc2ccc([N+](=O)[O-])cc2cc1C(=O)NCc1ccccc1 | -5% | i | 5% | 0% | 0% | -0.6% | 0.2 | 14% | 6%
Cc1cccc(OCCCC(=O)Nc2nnc(C3CCCO3)s2)c1C (configuration not stated) | -7% | i | -5% | 0% | 11% | -0.3% | -1.5 | u | -7%
Cc1nnc(SCC(=O)NC23CC4CC(CC(C4)C2)C3)s1 | -2% | i | 5% | 0% | 0% | 2.7% | 0.7 | 0% | 2%
CC(C)OCCCn1c(=O)c2ccccc2n2c(-c3ccc(F)c(F)c3)nnc12 | 2% | x | -4% | x | x | 0.3% | x | 3% | x
CC(=O)Nc1cc(C(=O)N(C)Cc2ccco2)ccc1Sc1ccc(Cl)cc1 | 16% | i | -12% | 1% | -6% | 2.0% | -0.9 | -6% | 6%
Cc1cc(C)c(S(C)(=O)=O)c(=O)[nH]1 | -11% | i | -8% | -1% | -2% | 0.1% | -4.6 | -4% | 9%
Oc1ccc(C(=S)N2CCN(c3cccc(Cl)c3)CC2)cc1 | -28% | i | u | 0% | -28% | 0.1% | 0.8 | u | 11%
COc1cccc(OC)c1C(=O)NC(=O)Nc1c(F)c(F)c(F)c(F)c1F | -4% | i | 10% | -1% | -3% | -1.3% | 0.0 | -12% | 7%
O=C(NCc1cccc(Cl)c1)c1ccc2nc[nH]c2c1 | 23% | i | -10% | 1% | 6% | 0.3% | 2.0 | 0% | 5%
CCOC(=O)c1cc(-c2sc(NC(=O)c3ccccc3)nc2C)n(-c2ccc(Br)cc2)n1 | x | i | x | x | -1% | 21% | 2.2 | -14% | -8%
CCOC(=O)CSC1=C(C#N)C(=O)NC2(CCCCC2)S1 | 2% | i | x | 1% | 1% | 1.4% | -2.6 | -1% | -4%
Cc1ccc(NC(=O)CCc2c(C)nc3c(-c4ccc(F)cc4)c(C)nn3c2C)cc1F | -11% | x | -6% | x | x | -0.5% | x | -4% | x
O=C(O)CCc1ccc(-c2ccc(Cl)cc2)n1CC(=O)Nc1ccccc1 | 1% | i | 5% | -1% | -13% | -0.4% | -0.5 | 9% | -2%
COc1cc(NC(=O)c2ccc(Br)o2)ccc1NC(=O)c1ccccc1Cl | -5% | x | u | -6% | 1% | 2.7% | -1.8 | 5% | 5%
COc1cc2c(cc1OC)C(c1cccc(F)c1)CC(=O)N2 (configuration not stated) | -2% | i | -7% | 1% | -15% | 0.4% | 0.3 | -3% | 4%
COCCNC(=O)c1ccc(NS(=O)(=O)c2cc(C)ccc2C)cc1 | -5% | x | x | 2% | 2% | 0.1% | -1.1 | -30% | -1%
CCc1ccc2c(c1)C1(NN=C(c3ccccc3)S1)C(=O)N2 (configuration not stated) | u | i | u | 1% | -3% | 17% | -0.3 | -12% | 6%
Cc1occc1C(=O)OCC(=O)Nc1ccc(F)cc1 | 12% | i | u | 2% | -5% | 14% | 1.0 | -7% | 2%
O=C(N/N=C/c1ccc(F)cc1)c1c(O)c2ccccc2[nH]c1=O | 5% | i | 2% | 0% | 2% | -0.1%[9.22 µM] | -15 | -24% | 6%
Cc1cc(C)n2nc(SCCOc3ccccc3F)nc2n1 | 5% | i | 3% | 2% | 6% | 5.1% | 1.4 | 16% | 8%
CC(C(=O)Nc1ccccc1Cl)N(c1ccccc1)S(C)(=O)=O (configuration not stated) | -3% | i | 4% | 4% | 14% | -0.4% | -1.2 | 17% | -5%
CCn1c(C(=O)O)c(S(=O)(=O)c2ccc(Cl)cc2)c2ccccc21 | -1% | i | 1% | -7% | -1% | -0.1% | -1.2 | -23% | 5%
CCCCC1=NN2C(=N)CC(=O)N=C2S1 | -1% | i | 1% | 1% | 16% | 4.5% | -2.5 | 15% | 5%
O/N=C/c1ccc(-c2ccccc2OC(F)(F)F)o1 | -4% | i | -7% | u | -3% | 0.4% | -16 | u | -11%
NS(=O)(=O)c1ccc(CCNC(=O)CN2CCC(Cc3ccccc3)CC2)cc1 | -10% | i | 21µM* | 0% | -2% | 2.0% | -1.8 | -9% | 6%
CCn1c(COc2ccc(C)cc2)nnc1SCC(=O)NNC(=O)c1ccc(OC)cc1 | 2% | i | -5% | 0% | 10% | 0.2% | -0.4 | -34% | -8%
O=C1c2ccccc2C(c2nnnn2Cc2ccccc2)N1Cc1ccc(F)cc1 (configuration not stated) | x | i | x | x | 6% | -0.7% | 0.4 | x | 1%
CN(C)S(=O)(=O)c1ccc(N2CCCC2)c(C(=O)OCC(=O)NC2(C#N)CCCCC2)c1 | -4% | i | 5% | -1% | -5% | 0.2% | -1.0 | -15% | 17%
NNC(=O)c1ccc(CSc2nc3ccccc3s2)cc1 | 8% | i | 10% | -1% | -11% | 11% | -1.6 | u | 5%
CCCCn1c(N)c(N(CC(C)C)C(=O)C2CC(=O)N(CCc3ccccc3)C2)c(=O)[nH]c1=O (configuration not stated) | -7% | i | -4% | 1% | 20% | -0.8% | -0.3 | 9% | 12%

Record cards, from the list above:
CCCCn1c(N)c(N(CC(C)C)C(=O)C2CC(=O)N(CCc3ccccc3)C2)c(=O)[nH]c1=O (configuration not stated) across the screens: A549 viability: -7%; pAkt inh: i; Nrf2 inh: -4%; Mm-Cpn inhibitor: 1%; EPAC2 antagonist: 20%; Nrf2 ARE act: -0.8%; CCT modulator: -0.3; TGFb inhibitor: 9%; EPAC2 ag: 12%
CN(C)S(=O)(=O)c1ccc(N2CCCC2)c(C(=O)OCC(=O)NC2(C#N)CCCCC2)c1 across the screens: A549 viability: -4%; pAkt inh: i; Nrf2 inh: 5%; Mm-Cpn inhibitor: -1%; EPAC2 antagonist: -5%; Nrf2 ARE act: 0.2%; CCT modulator: -1.0; TGFb inhibitor: -15%; EPAC2 ag: 17%

From PubChem BioAssay

An excerpt (hit frequency here may not be typical).
